Screens (PubChem BioAssay)
OX1R antag-1: blocks the human orexin 1 receptor; O43613; OX1R-expressing cells, FRET antagonist read-out; inhibition, % at 6.6 µM; hit rate 1.8% among 330,000; AID 485270; in the data active = inhibition mostly above about 38%, no sharp cut-off; inactive = mostly below about 40%;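 also: 0% = agonist challenge alone and 100% = reference antagonist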
Target sequence (O43613 whole entry, looked up): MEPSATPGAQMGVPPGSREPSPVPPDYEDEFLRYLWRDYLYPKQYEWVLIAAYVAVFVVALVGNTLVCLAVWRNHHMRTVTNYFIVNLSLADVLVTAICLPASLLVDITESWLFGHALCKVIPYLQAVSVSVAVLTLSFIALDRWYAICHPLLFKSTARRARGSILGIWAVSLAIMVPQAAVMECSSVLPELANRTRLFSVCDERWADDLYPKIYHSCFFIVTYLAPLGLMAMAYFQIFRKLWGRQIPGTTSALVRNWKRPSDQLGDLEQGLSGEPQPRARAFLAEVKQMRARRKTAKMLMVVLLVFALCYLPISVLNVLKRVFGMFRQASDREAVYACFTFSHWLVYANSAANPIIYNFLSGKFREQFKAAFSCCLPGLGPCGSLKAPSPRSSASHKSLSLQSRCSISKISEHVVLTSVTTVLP
CHT PAM: human CHT allosteric activation; Q9GZV3; CHT-expressing cells, membrane potential dye, choline EC20; active compounds read high; LV-AA mutant CHT in HEK293 cells; B-score at 10 µM; hit rate 0.49% among 310,000; AID 488977;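 active = initial fluorescence not abnormally high and integrated response B-score, plate-corrected, over 3 SD above library mean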
OX1R antag-2: blocks the human orexin 1 receptor; O43613; CHO/OX1R cells, Fluo-8 calcium fluorescence, orexin A; inhibition, % at 5 µM; hit rate 0.43% among 330,000; AID 434989;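 active = inhibition above its plate's threshold, mean inhibition of all tested compounds on the plate plus 3 SD, cut at about 37% in these data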;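 also: 0% = orexin A challenge wells and 100% = SB-334867-A antagonist wells; not every result past the cut was called active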
Active calls of the source: *; i = inactive; · = not tested or not shown. This is a random part of the collection. Share with any hit: about 2.5%.

SMILES	OX1R antag-1	CHT PAM	OX1R antag-2
C[C@H](CO)N1C[C@H](C)[C@@H](CN(C)Cc2ccc(C(=O)Nc3ccccc3N)cc2)Oc2c(NC(=O)C3CCCCC3)cccc2C1=O	14	·	-27
CC1(C)Cc2c(C#N)c(N)n(-c3ccccc3)c(=S)c2CO1	19	i	-4
O=C(NCc1ccccn1)C1CCC(CNS(=O)(=O)c2cccc3nsnc23)CC1 (stereo unspecified)	61	i	-13
FC(F)(F)c1ccc(NC2=NCCC2)cc1	-2	i	-4
O=C(Cn1ncc2c([nH]c3ccccc32)c1=O)N1CCc2ccccc2C1	21	i	-15
O=C(Cc1ccc(Br)cc1)NCCCn1ccnc1	17	i	-17
Cc1ccc(CNC(=O)C2CCCN(c3ncnc4c3nc3n4CCCCC3)C2)cc1 (stereo unspecified)	11	i	-25
CC1CC(C)(C)CC2(C1)NC(=O)N(CC(=O)N1CCN(S(=O)(=O)c3cccc(F)c3)CC1)C2=O (stereo unspecified)	11	·	-26
Cc1ccc(C2C(C#N)=C(N)Oc3cc4c(cc32)OCO4)cc1 (stereo unspecified)	30	i	-13
Cc1ccc(CNC(=O)CSc2nc3ccccc3[nH]2)cc1	7	i	-28
COc1ccc(-c2nc3ccccc3c(=O)n2CCCn2ccnc2)cc1	19	i	-31
O=C1CCC/C1=C\c1ccccc1	-9	i	-14
Cc1c(Br)cc(-c2nnco2)cc1Br	4	i	-7
CCCC(=O)OCC(=O)Nc1ccccc1Sc1ccccc1	-2	i	-12
CC(=O)OC(COc1cccc(C)c1)Cn1cnc2ccccc21 (stereo unspecified)	20	i	-21
Cc1cccc(C)c1N1C(=O)C2ON(c3ccccc3)C(c3ccncc3)C2C1=O (stereo unspecified)	18	i	-33
CC1(C)CC2(CCO1)N1CC3(C)CN2CC(C)(C1)C3=O (stereo unspecified)	21	i	-3
O=C(Nc1ccc2c(c1)OCCO2)c1ccc(CN2CCOCC2)cc1	15	i	-7
CCN(CC)S(=O)(=O)c1cccc(C(=O)N/N=C/c2ccc(O)c(O)c2O)c1	8	i	-2
C/C(=N\Nc1cccc([N+](=O)[O-])c1)c1ccccc1O	76*	i	28
COc1ccccc1C(=O)N/N=C/c1cnc2ccccc2n1	71	i	-11
CCc1ccc(/C=C(\C#N)C(=O)NC2CCS(=O)(=O)C2)cc1 (stereo unspecified)	22	·	6
O=C(CCCc1c[nH]c2ccccc12)NCCc1c[nH]c2ccccc12	49*	i	19
COc1ccc(N2C(=O)CC(N(CCc3ccc(S(N)(=O)=O)cc3)C(=S)Nc3ccccc3)C2=O)cc1 (stereo unspecified)	12	i	-11
CCOC(=O)c1c(C)oc2ccc(O)c(CN3CCCCC3)c12	9	i	-22
CC(C)(C)NC(=S)NNC(=O)[C@H]1C[C@@H]1c1ccccc1	-3	i	-11
CCc1noc(C)c1C(=O)Nc1nc(-c2ccc(OC)cc2)cs1	18	i	-17
COc1cc2[nH]c(=O)n3nc(-c4ccccc4)nc3c2cc1OC	37*	i	1
CSc1cc(-c2ccccc2)[nH]c(=O)c1C#N	23	i	0
COc1ccc(NC(=S)Nc2ccc3snnc3c2)cc1	12	i	-10
O=C(COc1ncnc2ccccc12)NCCCN1CCCC1=O	7	i	-12
CCOc1c2ccc(C(=O)NCCc3cccs3)cc2nn1CC	18	i	-22
CN(Cc1cccc(Cl)c1Cl)c1ccc(S(=O)(=O)N2CCCCC2)cc1[N+](=O)[O-]	11	i	-27
O=C(N/N=C/c1c[nH]c2ccccc12)c1ccn(Cc2ccc(Cl)cc2Cl)n1	50	i	12
O=C(CSc1nc2ccccc2c(=O)n1-c1ccccc1)NCc1ccco1	12	i	-26
Cc1ccc([N+](=O)[O-])cc1NC(=O)c1ccccc1	21	i	-15
COCC(=O)NC1CC(C)(C)Cc2c1cnn2-c1ccc(F)cc1 (stereo unspecified)	1	i	-18
Cc1ccc(C)c(OCC(=O)Nn2c(C)nc3ccccc3c2=O)c1	14	i	-22
O=C(NCc1ccccc1)c1nc[nH]c1C(=O)N1CCc2ccccc2C1	3	·	-21
CCN1CCN(C(c2ccc(F)cc2)c2nnnn2Cc2cccs2)CC1 (stereo unspecified)	14	i	-29
CCOc1ccc(NC(=S)N=Nc2c(O)[nH]c3ccccc23)cc1	40	i	-20
COc1cccc(COc2ccc3c(C)cc(=O)oc3c2)c1	5	i	-28
O=C(NNC(=O)C12CC3CC(CC(C3)C1)C2)c1cccc([N+](=O)[O-])c1	30	i	-14
O=C(c1ccc(Cl)s1)N1CCN(c2ccccc2)CC1	10	i	-20
Cc1occc(=O)c1OC(=O)Nc1ccccc1	15	i	-16
COc1ccc(C2=NOC(C(=O)N(C)Cc3ccccc3)C2)cc1 (stereo unspecified)	8	i	-10
Cc1ccc(NC(=O)NC2CC(=O)N(c3ccc4c(c3)OCCO4)C2)cc1F (stereo unspecified)	22	i	-13
O=C(C1CCN(S(=O)(=O)c2ccccc2F)CC1)N1CCc2ccccc2C1	23	i	-4
CCC(C)C1C(C#N)=C(N)Oc2n[nH]c(C)c21 (stereo unspecified)	6	i	-14
O=C(c1ccc(-c2ccccc2)cc1)C1CCCN(C(=O)c2cncs2)C1 (stereo unspecified)	13	i	-23
Cc1ccc(NC(=O)CCc2ccc(S(=O)(=O)N3CCOCC3)cc2)c(Cl)c1	0	·	-12
CN(Cc1c(F)cccc1Cl)C(=O)c1cccc(S(=O)(=O)NCc2ccccc2)c1	16	i	16
COc1ccc(-c2cc(-c3cccs3)c(C#N)c(SCC(=O)NCc3ccco3)n2)cc1	22	i	-1
CC(C)c1ccc(-c2nnc(SCC(=O)NC3CC3)n2C)cc1	28	i	-2
Cc1ncc(CSc2nccc(=O)[nH]2)c(CO)c1O	1	i	-16
O=C(Nc1cccnc1)c1ccccc1-c1ccccc1	18	i	-14
C/C(CC(=O)N1CCN(C=O)CC1)=N\NC(=O)c1cccc([N+](=O)[O-])c1	32	i	-1
Cc1noc(C)c1CSc1ncnc2sc(C)c(C)c12	13	i	-34
COc1ccc(OC)c(S(=O)(=O)NCC(c2ccco2)N2CCc3ccccc32)c1 (stereo unspecified)	90*	i	74*
O=C(Nc1ccccc1)Nc1nncs1	-4	i	-11

Other records:
SMILES	OX1R antag-1	CHT PAM	OX1R antag-2
CCC12CN(C(=O)c3ccc([N+](=O)[O-])cc3)CC(CC)(CN(C(=O)c3ccc([N+](=O)[O-])cc3)C1)C2=O	21	i	6
C1CN(CC2CCN(c3nc4nonc4nc3N3CCSCC3)CC2)CCO1	27	i	-16
O=S(=O)(Nc1ccccc1)c1ccc(-c2csnn2)cc1	4	i	-13
CCN(C(=O)COC(=O)CCc1c[nH]c2ccccc12)c1c(N)n(Cc2ccccc2)c(=O)[nH]c1=O	6	i	-5
CCOC(=O)c1ccc(S(=O)(=O)N2CCN(Cc3cc4c(cc3O)OCO4)CC2)cc1	12	·	-3
N#Cc1c(SCc2ccc(Cl)cc2)sc(C(=O)c2ccccc2)c1N	22	i	-42
O=C(C1CCN(S(=O)(=O)c2ccc(Cl)c(C(F)(F)F)c2)CC1)N1CCC1	7	·	-7
CC1(c2ccc(Cl)cc2)NC(=O)N(CC(=O)NC2CCCCC2)C1=O (stereo unspecified)	5	·	14
O=C1c2ccccc2NC(c2ccc(Br)o2)N1O (stereo unspecified)	16	·	-4
CCN1C(=O)c2cccc3c(S(=O)(=O)NCC4CCCO4)ccc1c23 (stereo unspecified)	33	i	-62
CCOC(=O)c1ccccc1NC(=O)c1ccc(NS(C)(=O)=O)cc1	-3	i	-12
O=C(c1ccccc1F)N1CCN(c2ccccc2F)CC1	7	i	-18
CC(=O)N1CCN(c2ccc(NC(=O)c3cccc(OCc4ccccc4)c3)cc2)CC1	9	i	-12
O=C(COC(=O)c1ccccc1NCCO)NCCc1ccccc1	7	i	-8
CCOC(=O)c1c(C)c(C(=O)N(C)C2CCCCC2)c(C)n1C	11	i	-18
Cc1ccc(C)c(Nc2nn3c(=O)c4ccc(C(=O)NCc5cccnc5)cc4nc3s2)c1	17	i	-12
CCn1c(=N)n(CCOc2ccc(OC)cc2)c2ccccc21	13	i	-21
CSc1cccc(NC(=O)CNC(=O)C2CCCCC2)c1	24	i	-6
c1ccc(OCc2ccc(CCCN3CCOCC3)cc2)cc1	-5	i	-17
COc1ccc(NS(=O)(=O)c2cccc(NC(=O)NCCCl)c2)cc1	19	i	2
CCOC(=O)COc1cc(Br)c(/C=N/Nc2ccccc2)cc1OC	2	i	-19
COc1ccc(/C=C/C(=O)c2ccc(NC3=NCCCS3)cc2)cc1OC	15	i	-11
CCCNc1nc2nc3ccccn3c(=O)c2cc1C(=O)NCCN1CCOCC1	52*	i	-7
Cc1c(CC(=O)O)c(=O)oc2c(C)c(OCc3ccc(F)cc3F)ccc12	11	i	-20
CC(C)Cc1ccc(CN2CCCC(NC(=O)c3cccc(-n4cnnc4)c3)C2)cc1 (stereo unspecified)	18	i	-13
Cc1csc(NC(=O)c2ccc3c(c2)OCO3)n1	13	i	-22
COc1cccc(C(O)CC(N)=O)c1 (stereo unspecified)	23	i	21
CCOc1ccc(C(=O)C(C)OC(=O)Cn2cnc3c2c(=O)n(C)c(=O)n3C)cc1 (stereo unspecified)	8	i	-14
Cc1ccc(C2=NN(C(=O)CNCCO)C(c3cccs3)C2)cc1 (stereo unspecified)	6	i	-24
CC(C)C[C@H](NC(=O)c1[nH]cnc1C(=O)N[C@@H](Cc1ccccc1)C(=O)OC(C)(C)C)C(=O)OC(C)(C)C	30	i	-43
Cc1ccc([C@@H]2[C@@H]3C(=O)N(C)C(=O)[C@@H]3[C@]3(C)C(=O)N(CC4CC4)CC(=O)N23)o1	-7	i	-7
Cc1c(N2C(=O)C3C4C=CC(C4)C3C2=O)c(=O)n(-c2ccccc2)n1C (stereo unspecified)	8	i	0
CC(=O)N1c2ccc(S(=O)(=O)NCCC(=O)NC3CCCC(C)C3C)cc2CC1C (stereo unspecified)	14	i	-17
CCC(=O)c1ccc(OCC(=O)OCC(=O)N2CCc3ccccc3C2)cc1	2	·	-31
O=C(NCCC(=O)N1CCC2(CC1)NCCc1[nH]cnc12)c1ccc(F)c(F)c1	-5	i	12
Fc1cccc(Nc2ncnc3c2cnn3-c2ccccc2)c1	28	i	-27
CCCCOC(=O)C1CN(c2ccccc2)N=C1C(=O)OCC (stereo unspecified)	17	i	-11
Cc1c(C(=O)Nc2ccc(Cc3ccncc3)cc2)cccc1[N+](=O)[O-]	30	i	18
O=C(NC(=S)Nc1cc(S(=O)(=O)N2CCOCC2)ccc1O)c1ccco1	4	i	-2
CCCC(C)NC(=O)COC(=O)c1ccc2c(c1)C(=O)N(Cc1ccco1)C2=O (stereo unspecified)	24	i	-6
O=C1CNC(=O)/C(=C\c2ccccc2)N1	14	i	11
COc1ccc(C(=O)NNC(=O)Cc2ccc(-c3ccccc3)cc2)cc1OC	-1	i	-20
CCOc1ccc(OCC)c(NC(=O)c2nnn(CC(=O)Nc3cc(C)cc(C)c3)c2N)c1	31	i	9
CCN1CCN(C(=O)c2ccc(OC3CCN(CCc4ccccc4)CC3)cc2)[C@@H](C)C1=O	15	i	-15
CCN(c1ccccc1)S(=O)(=O)c1cccc(C(=O)OCC(=O)Nc2ccc(NC(C)=O)cc2)c1	0	·	1
CCN(CC)CCCNC(=O)Cn1cnc2sc(C)c(S(=O)(=O)N3CCN(c4ncccn4)CC3)c2c1=O	11	i	-17
O=C(CNC(=O)c1ccccc1)NCc1nc2ccccc2[nH]1	14	i	-10
COc1ccc(OC)c(-c2cc(C(=O)N/N=C/c3ccc(F)cc3)c3ccccc3n2)c1	18	i	-36
Cn1cnnc1SCC(=O)Nc1ccc(Oc2ccccc2)cc1	-4	i	-5
O=C(Nc1c(F)cccc1F)c1ccc(-n2cncn2)nc1	19	i	-9
CN(C)c1ccc(/C=C2\CCC/C(=C\c3ccccc3)C2=O)cc1	24	i	37
COc1ccccc1CCC(=O)Nc1ccc(OC)c(S(=O)(=O)N2CCCCC2)c1	17	·	8
C=C(c1ccccc1)c1ccccc1N	34	i	-9
CCC(C)(C)NC(=O)C(c1ccccc1)N(C(=O)c1csnn1)C1CC1 (stereo unspecified)	-1	i	-7
